Compound activity as filed in PubChem BioAssay.
Salmonella PhoP GFP = PhoP-dependent GFP reporter repression – Salmonella Typhimurium, primary screen (AID 1863); 300,000 tested, 0.16% active; one-dose inhibition, % at 50 µM; IC50 in µM for titrated hits; S. Typhimurium PhoP-regulated promoter GFP reporter, 4 h; higher % means a stronger effect;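 active means inhibition over 29.93%, a cutoff 3 SD above the screen mean, later confirmed by dose response; inconclusive means inhibition over 29.93% but no dose response follow-up; inactive means inhibition at most 29.93% or unconfirmed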;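 further: 0% = low Mg2+ inducing control and 100% = high Mg2+ repressing control; strong numbers were not always called active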
SV40 large T antigen = SV40 large T antigen inhibitors, biochemical (AID 1903); 310,000 tested, 0.39% active; SV40 large T antigen ATPase/helicase inhibition assay; higher % means a stronger effect; inhibition, % at 20 µM; hits with a dose series show IC50 in µM; in the data active means a potency from the dose series; inconclusive means inhibition mostly from about 32% at the one dose, without a potency; inactive means the rest, 99 in 100 with inhibition below about 32%; further: strong numbers were not always called active
UTI89 phage lysis = inhibition of K1F phage lysis, E. coli UTI89, bacterial capsule biogenesis inhibitors, alamar blue (AID 488966). inhibition, % at 100 µM; hits with a dose series show IC50 in µM. E. coli UTI89 K1F phage lysis, alamar blue, 2 h; higher % means a stronger effect. 340,000 tested, 0.02% active;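 active means phage lysis inhibition, versus mean bacterial control, above a set limit; inconclusive means no clear call, values can overlap the other calls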;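 further: capsule biogenesis inhibitors block K1F phage lysis so surviving cells raise fluorescence; higher fluorescence means more inhibition of phage lysis; actives were called in the ten point dose series up to 300 µM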
T cell HTS = modulates CD8 T cell binding to vesicles; AID 2052; 2C CD8+ T cell-vesicle binding, flow cytometry; active compounds read low; calls only at 7 µM; 330,000 tested, 0.068% active;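 active means response, share of CD8 T cells binding vesicles, and their 90th percentile fluorescence all below set limits, cut at about 80% in these data, passing the limit was not always enough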
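Assay system – 2C mouse CD8+ T cells · Also added – QL9-loaded Drosophila micro-vesicles · Timing – Cell–vesicle co-incubation 1.5 h at 37 °C, staining 20 min on ice · Signal – flow cytometry of vesicle-bound cells · Measure – percent CD8+ FL2 mean versus row control · Controls – Peptide-free naked vesicles (low) and QL9 vesicles with 0.7% DMSO vehicle (high)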
RSV CPE inhibition = inhibition of RSV-induced cytopathic effect – HEp-2 cells, primary 10 µM value included (AID 2391); HEp-2 cells, RSV-induced CPE inhibition; higher % means a stronger effect; one-dose CPE inhibition, % at 10 µM; IC50 in µM for titrated hits; 310,000 tested, 0.13% active; in the data active means a potency from the dose series; inconclusive means CPE inhibition mostly from about 23% at the one dose, without a potency; inactive means the rest, 99 in 100 with CPE inhibition below about 21%; further: strong numbers were not always called active
MgcRacGAP inhibition = MgcRacGAP GTPase-activating activity inhibitors, confirmation, biochemical, ADP Hunter fluorescence; MgcRacGAP-stimulated Rac1 GTP hydrolysis, ADP Hunter fluorescence; higher % means a stronger effect; GST-tagged Rac1 F28L mutant substrate; inhibition, % at 30 µM; hits with a dose series show IC50 in µM; 340,000 tested, 0.6% active;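 active means first-screen hits whose inhibition reached a set limit at any dose in the follow-up dose series; inconclusive means inhibition above the set first-screen limit but never retested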;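 further: fluorescence reports GDP produced by GAP-driven GTP hydrolysis; strong numbers were not always called active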
NS5 inhibitors = flavivirus cap methylation enzyme inhibition – biochemical, confirmation dose response, primary screen (AID 588689); Dengue-2 NS5 methyltransferase capping enzyme assay, biochemical; higher % means a stronger effect; inhibition, % at 25 µM; hits with a dose series show IC50 in µM; 340,000 tested, 0.3% active; in the data active means a potency from the dose series; inconclusive means inhibition above about 29% without an active follow-up result
NTR1 ag = agonists of NTR1, primary screen, imaging, U2OS cells, beta-arrestin-GFP, high content (AID 493036); P30989; NTR1-U2OS beta-arrestin-GFP spot imaging, agonist mode; activation, % at 20 µM; 330,000 tested, 0.17% active;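 active means activation at or above 40% of the spot to cytoplasm intensity ratio, with at least 20 cells analyzed; inconclusive means wells under 20 cells, flagged as cytotoxic or low count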;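 further: 0% = DMSO without peptide and 100% = 100 nM NTR1 peptide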
Target sequence (P30989 whole entry, looked up): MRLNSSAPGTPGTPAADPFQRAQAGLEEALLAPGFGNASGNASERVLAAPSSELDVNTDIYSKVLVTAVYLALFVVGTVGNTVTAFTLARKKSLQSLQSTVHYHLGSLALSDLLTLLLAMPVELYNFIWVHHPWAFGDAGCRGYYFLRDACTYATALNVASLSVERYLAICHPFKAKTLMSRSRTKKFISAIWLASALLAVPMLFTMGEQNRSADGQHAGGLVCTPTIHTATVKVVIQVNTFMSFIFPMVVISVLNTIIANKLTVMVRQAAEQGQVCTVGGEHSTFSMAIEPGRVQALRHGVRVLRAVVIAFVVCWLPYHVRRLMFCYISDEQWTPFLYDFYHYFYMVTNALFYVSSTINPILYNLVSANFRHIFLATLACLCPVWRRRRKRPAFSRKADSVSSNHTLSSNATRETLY
West Nile antiviral = inhibition of WNV-induced cytopathic effect – cell-based, CPE readout (AID 1621) | West Nile virus-infected cells, CPE inhibition; higher % means a stronger effect | 290,000 tested, 0.02% active | one-dose CPE inhibition, % at 10 µM; IC50 in µM for titrated hits; in the data active means a potency from the dose series; inconclusive means CPE inhibition mostly from about 3.7% at the one dose, without a potency; inactive means the rest, 99 in 100 with CPE inhibition below about 2.2%; further: strong numbers were not always called active
T cell HTS vesicle-bound % = recorded beside T cell HTS, whose call it bears; double positive events, %; measured here: CD8+ vesicle-bound cell fraction;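 binding gate set so that unloaded-vesicle control wells show 10% double positive cells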
NTR1 ag cell count 20 µM = further read-out of NTR1 ag, marked with its call; cell count; measured here: cell count, cytotoxicity flag
NS5 inhibitors pilot replicate = recorded beside NS5 inhibitors, whose call it bears; inhibition, %; measured here: pilot screen replicate inhibition
The depositor's hits bear a star; i = inactive; ? = inconclusive; · = not tested or not shown; & = joins results of further samples; [ ] = dose if it differs, or a comment.

SMILES | Salmonella PhoP GFP | SV40 large T antigen | UTI89 phage lysis | T cell HTS | T cell HTS vesicle-bound % | RSV CPE inhibition | MgcRacGAP inhibition | NS5 inhibitors | NTR1 ag | NTR1 ag cell count 20 µM | West Nile antiviral | others
Oc1ccc(-c2csc(Nc3cccnc3)n2)cc1 | -6% | 34% | -1.5% | i | 37 | 3.6% | 18µM* | -2% | 2.3 | 62 | 2.6%
Cc1cccc(NC(=O)CSc2ncnc3c2oc2ccccc23)c1 | -11% | 7% | 0.3% | i | 40 | 2.7% | 0% | -3% | 5.1 | 66 | -0.2%
COc1ccc(-c2nc(CN3CCN(c4cc(C)nc(C)c4)CC3)c(C)o2)c2ccccc12 | -7% | 20% | 0.4% | i | 10 | -4.0% | 9% | -5% | 11 | 44 | 0.6%
O=C(CCNS(=O)(=O)c1ccc(Br)cc1)NCCCSc1ccccc1 | · | · | -0.2%[50 µM] | i | 35 | 0.1% | 5% | 1% | -1.6 | 64 | ·
COc1cccc(S(=O)(=O)NCC(=O)N2CCCCCC2)c1 | 2% | 6% | 0.7% | i | 13 | 0.7% | 3% | -6% | 0.9 | 53 | 0.0%
COc1ccc(C)cc1N(C)C(=O)c1coc(=O)c2ccccc12 | -7% | 7% | 0.1% | i | 56 | -0.1% | -2% | -2% | -1.0 | 74 | 1.0%
CC(C)C[C@@H]1NC(=O)N(CCN2CCOCC2)C1=O | -5% | -12% | 0.5% | i | 14 | 0.9% | 2% | · | -0.9 | 43 | 0.2%
CC1(c2ccc(Cl)cc2Cl)NC(=O)N(CC(=O)Nc2ccc3[nH]c(=O)[nH]c3c2)C1=O (stereo not given) | -2% | 19% | 0.3%[50 µM] | i | 21 | -0.1% | 12% | -6% | -0.3 | 50 | ·
COc1cccc(CNS(=O)(=O)c2ccc3c(c2)CCN3C(=O)C2CC2)c1 | -5% | 15% | 0.2% | i | 14 | 0.6% | -2% | -3% | 0.7 | 34 | -0.4%
CCOC(=O)Nc1ccc(S(=O)(=O)Nc2onc(C)c2C)cc1 | · | 10% | · | i | 18 | -0.1% | · | · | -0.9 | 58 | ·
CCOC(=O)c1c2ccc(OCC(=O)NN)cc2n2ccccc12 | 1% | 28% | -1.9% | i | 31 | 3.4% | 10% | ? | 2.7 | 34 | -0.3%
COc1cc(OC)cc(C(=O)Nc2ccccc2C(=O)NCc2cccnc2)c1 | 7% | 1% | 0.0% | i | 16 | 6.2% | 3% | -2% | 0.4 | 61 | 0.1%
CNC(=S)N1C2CCC1CC(NC(=O)NC13CC4CC(CC(C4)C1)C3)C2 (stereo not given) | 1% | 4% | 0.0% | · | · | 1.6% | 7% | -6% | 2.3 | 50 | -0.1%
Cc1cc(C)c(S(=O)(=O)N2CCN(C(=O)N(C)C)CC2)c(C)c1 | 6% | 7% | · | i | 33 | 1.4% | · | · | -0.1 | 36 | -0.6%
S=C(Nc1ccc2c(c1)OCCO2)Nc1ccc2c(c1)OCO2 | -1% | 8% | -0.1% | i | 11 | 2.2% | 13% | 25% | 1.3 | 37 | 0.3%
O=C(C[n+]1ccccc1)N/N=C/c1ccco1 | 16% | 3% | · | i | 39 | 1.9% | · | · | 0.8 | 52 | -0.2%
O=C(COc1ccc(S(=O)(=O)N2CCCC2)cc1)NCCC1=CCCCC1 | -13% | 5% | 0.3%[50 µM] | i | 42 | 2.4% | 12% | -6% | 0.4 | 39 | -0.5%
O=c1[nH]c(SCc2ccccc2)nnc1-c1ccccc1 | -2% | 7% | 8.0% | i | 52 | 0.7% | 5% | -1% | 1.1 | 90 | 0.3% | NS5 inhibitors pilot replicate=5.5
CC(=O)Nc1ccc(S(=O)(=O)N=S(C)C)cc1 | -6%&4% | 10% | 0.5% | i | 40 | 1.9% | 10% | -5% | 1.5 | 38 | 0.2%&0.1%
CC(Sc1nnc(C2CC2)n1C1CC1)C(=O)N(C)Cc1cccc(F)c1 (stereo not given) | · | · | -0.6% | i | 35 | -0.3% | 5% | -4% | -1.4 | 59 | ·
C=CCn1c(C)cc(C(=O)CSc2ccc(NC(C)=O)cc2)c1C | -8% | 1% | -0.1% | i | 40 | 1.6% | 10% | -2% | 1.8 | 65 | 0.1%
CCCc1[nH]nc2c1C1(C(=O)N(CC)c3ccccc31)C(C#N)=C(N)O2 (stereo not given) | 5% | 16% | 3.2% | i | 29 | -0.6% | 7% | -3% | 1.4 | 57 | 0.8%
CCn1c(N)c(C(=O)NCCCOC)sc1=S | 12% | 11% | -0.4% | i | 30 | 0.7% | 10% | -3% | 1.6 | 47 | ·
CCc1ccccc1NS(=O)(=O)c1ccc(SC)cc1 | 0% | 4% | -0.1% | i | 28 | 4.8% | 8% | 0% | 0.1 | 34 | -0.4%
COc1ccc(N(C)S(=O)(=O)c2cccc(C(=O)NC3CCCCCC3)c2)cc1 | 3% | 0% | 4.8% | i | 34 | 0.7% | -4% | -5% | 0.9 | 48 | -1.6%
O=C(CCCC(=O)N(CC(=O)NC1CCCC1)Cc1ccc2c(c1)OCO2)Nc1ccccn1 | -2% | -4% | 1.4% | i | 23 | 0.1% | 18% | 2% | -0.6 | 47 | -0.2%
Cc1ccccc1Nc1nc(N)nc(CSc2nnc(-c3ccccc3)n2C)n1 | 9% | -2% | 1.8% | i | 43 | 1.1% | 14% | -3% | -0.5 | 71 | ·
COc1cccc(C2CC(c3ccc(C)cc3)n3ncnc3N2)c1 (stereo not given) | 8% | 5% | 5.2% | i | 46 | -0.3% | 6% | -4% | 2.7 | 57 | -0.2%
O=C(O)c1cc(S(=O)(=O)N2CCN(C(=O)c3ccco3)CC2)c(Cl)cc1Cl | -2% | -1% | 0.9% | i | 54 | 1.1% | -5% | -13% | -2.0 | 46 | 0.3%
[O-][n+]1c2c(nn1-c1ccccc1Cl)-c1nonc1CC2 | 10% | -1% | -0.9% | i | 65 | 0.5% | 5% | 3% | 0.1 | 53 | 0.6%

Fetched by structure from above, three records:
SMILES | Salmonella PhoP GFP | SV40 large T antigen | UTI89 phage lysis | T cell HTS | T cell HTS vesicle-bound % | RSV CPE inhibition | MgcRacGAP inhibition | NS5 inhibitors | NTR1 ag | NTR1 ag cell count 20 µM | West Nile antiviral | others
CCCc1[nH]nc2c1C1(C(=O)N(CC)c3ccccc31)C(C#N)=C(N)O2 (stereo not given) | 5% | 16% | 3.2% | i | 29 | -0.6% | 7% | -3% | 1.4 | 57 | 0.8%
CC(=O)Nc1ccc(S(=O)(=O)N=S(C)C)cc1 | -6%&4% | 10% | 0.5% | i | 40 | 1.9% | 10% | -5% | 1.5 | 38 | 0.2%&0.1%
[O-][n+]1c2c(nn1-c1ccccc1Cl)-c1nonc1CC2 | 10% | -1% | -0.9% | i | 65 | 0.5% | 5% | 3% | 0.1 | 53 | 0.6%

Remaining list, next part
SMILES | Salmonella PhoP GFP | SV40 large T antigen | UTI89 phage lysis | T cell HTS | T cell HTS vesicle-bound % | RSV CPE inhibition | MgcRacGAP inhibition | NS5 inhibitors | NTR1 ag | NTR1 ag cell count 20 µM | West Nile antiviral | others
Cc1cc(C)cc(C(=O)NCCn2cc(SCC(=O)N3CCOCC3)c3ccccc32)c1 | 0% | 5% | -0.2% | i | 21 | 1.8% | 5% | -3% | 0.2 | 99 | 0.0%
CC1(C)CNC(=O)CC(C)(C)N1 | 13% | 6% | -0.1% | i | 52 | 0.3% | -1% | -5% | 3.3 | 75 | 0.8%
O=C(N/N=C/c1ccc(OCc2ccc(F)cc2)cc1)c1ccccc1 | 5% | 1% | -1.1% | i | 15 | -0.7% | -2% | -10% | 0.3 | 35 | -0.4%
CCC(C)c1ccccc1OCCn1ccnc1 (stereo not given) | 26% | 7% | 2.1%[50 µM] | i | 5 | -0.4% | 28% | -8% | 0.8 | 60 | -1.1%
CCN(C(=O)CSc1nnc(C)c(=O)[nH]1)c1cccc2ccccc12 | · | · | 0.1%[50 µM] | i | 6 | · | 1% | -6% | -0.6 | 63 | ·
COc1cc(/C=N/NC(=O)c2cc3ccccc3cc2O)ccc1OCCN1CCCCC1 | 0% | 28% | -6.7% | i | 44 | 3.7% | 30% | 39% | 1.5 | 42 | -0.3%
CN(C)S(=O)(=O)c1ccc(C(=O)OCC(=O)c2ccc3c(c2)NC(=O)CO3)cc1 | -8% | 11% | -0.1% | i | 40 | 0.3% | -27% | -15% | 2.4 | 72 | 0.0%
COc1ccccc1N(CC(=O)Nc1ccc(Cc2ccncc2)cc1)S(=O)(=O)c1ccccc1 | 16% | 1% | 0.3% | i | 25 | 9.9% | 1% | -11% | 3.9 | 43 | 0.3%
O=C1C(Cc2ccc3[nH]ccc3c2)NC(=S)N1c1ccccc1 (stereo not given) | -12% | 6% | 0.0% | i | 12 | 4.4% | 11% | -9% | -0.6 | 56 | -0.1%
O=C(Nc1ccc2ncccc2c1)c1cccc(Br)c1 | -1% | 3% | 0.1% | i | 54 | 16% | 5% | -3% | 0.3 | 55 | 0.2%
COc1ccc(-c2nnn(CC(=O)N(CC(=O)NC3CCCC3)c3ccccc3)n2)cc1OC | -10% | 3% | -0.3% | i | 20 | -1.2% | 2% | · | 2.0 | 34 | -0.1%
Cc1ccccc1C(=O)NN1C(=O)CSC1=S | -9% | 19% | 1.4%[50 µM] | i | 41 | 1.2% | 0% | -10% | -2.2 | 86 | -0.2%
COc1ccc2oc(=O)c(C(=O)C[n+]3cccc(C)c3)cc2c1 | 7% | 12% | 0.0% | i | 54 | -0.8% | 1% | · | 0.1 | 37 | 0.2%
CNC(=S)NCCc1ccc(OC)c(OC)c1 | -11% | 4% | 2.3%[50 µM] | i | 43 | 1.6% | 3% | -5% | -2.0 | 65 | ·

Entries above that contain bromine:
SMILES | Salmonella PhoP GFP | SV40 large T antigen | UTI89 phage lysis | T cell HTS | T cell HTS vesicle-bound % | RSV CPE inhibition | MgcRacGAP inhibition | NS5 inhibitors | NTR1 ag | NTR1 ag cell count 20 µM | West Nile antiviral | others
O=C(CCNS(=O)(=O)c1ccc(Br)cc1)NCCCSc1ccccc1 | · | · | -0.2%[50 µM] | i | 35 | 0.1% | 5% | 1% | -1.6 | 64 | ·
O=C(Nc1ccc2ncccc2c1)c1cccc(Br)c1 | -1% | 3% | 0.1% | i | 54 | 16% | 5% | -3% | 0.3 | 55 | 0.2%
